# Screening data: PubChem, several laboratories
# MrgX1 agonist = activates human MrgX1 receptor signaling; Q96LB2; MrgX1-HEK293 cells, Fluo-4 calcium fluorescence, agonist mode; active compounds read high; B-score at 10 µM; 310,000 compounds, 0.44% hits;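 active means calcium response B-score plate-corrected fluorescence ratio at least 3 library SD, with starting fluorescence B-score inside 5 SD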
#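 Test system: HEK293 cells stably expressing human MrgX1 receptor; Input: fifteen thousand cells per well; Dosing: compound delivered in addition one of three; Schedule: overnight seeding, then 1 h dark dye loading; Technique: Fluo-4 NW calcium fluorescence; Measure: B-scored fluorescence response ratio; Controls: positive and negative controls per plate.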
# MrgX1 allo act = human MrgX1 positive allosteric modulation, primary screen; AID 588675; 310,000 compounds, 0.63% hits; MrgX1-HEK293, Fluo-4 calcium flux, FDSS; active compounds read high; B-score at 10 µM;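 active means plate-corrected calcium response at least 3 library SD above typical, normal starting fluorescence, not activating the receptor alone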;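 further: compound read alongside a low EC10 to EC30 dose of BAM8-22 agonist; peak minus trough fluorescence over baseline measured at the second addition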
# SKKanGAS inh = inhibitors of SKKanGAS S. pyogenes growth in kanamycin (SK-promoter or general growth effect). BacTiter-Glo, 6 h. inhibition, % at 7.5 µM. 300,000 compounds, 1.3% hits. AID 1662;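 active means mean replicate score, as percent of positive control median, at least 50; inconclusive means mean below 50 but one replicate at or above 50; inactive means mean and every replicate below 50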;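 further: strain carries kanamycin resistance gene driven by streptokinase promoter and grows in 40 µg/ml kanamycin; loss of luminescence reflects streptokinase promoter inhibition or plain growth inhibition; 0% = median of DMSO wells and 100% = positive control at its reference dose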
# TRPC6 inhibitor = mouse TRPC6 channel inhibition | 310,000 compounds, 1.1% hits | Q61143 | B-score at 10 µM | HEK293-TRPC6, membrane potential dye, ACh-evoked depolarization; active compounds read low | AID 2553;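 active means B-score under library mean minus 3 SD, initial fluorescence not abnormally high, positive integrated signal ratio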;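 further: B-score derived from integrated fluorescence ratio over the kinetic read; more negative B-score means stronger inhibition of depolarization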
# TRPC4 agonist = opens the mouse TRPC4 cation channel. AID 2237. 310,000 compounds, 0.49% hits. B-score at 10 µM. Q9QUQ5. HEK293 TRPC4beta/mu-opioid, Fluo4 calcium fluorescence; active compounds read high;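 active means B-score above 5 SD of library B-scores, and initial fluorescence ratio not above library mean plus 5 SD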;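 further: positive B-score marks a calcium rise read as TRPC4 activation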
#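 system = HEK293 cells stably co-expressing mouse TRPC4beta and mu-opioid receptor | schedule = Fluo4 dye loading 45 min at room temperature, 110 s recording | measure = B-scored integrated calcium fluorescence ratio | signal = Fluo4 calcium-sensitive dye fluorescence, kinetic, 1 Hz baseline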
# TRPC4 potent = allosteric potentiators of mouse TRPC4 channel. Q9QUQ5. HEK293 TRPC4beta/mu-opioid, DAMGO EC20, Fluo-4 Ca2+ flux; active compounds read high. B-score at 10 µM. 310,000 compounds, 0.42% hits;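 active means B-score of calcium response area above 5 SD of library B-scores, with initial fluorescence ratio within 5 SD of library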;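 further: B-score of integrated fluorescence ratio over time as area under calcium response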
# ANO1 activ = activators or potentiators of mouse TMEM16A chloride channel. Q8BHY3. HEK293 TMEM16A/YFP-H148Q/I152L, iodide quench fluorescence; active compounds read low. B-score at 10 µM. 340,000 compounds, 0.3% hits. AID 623877;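 active means fluorescence-ratio B-score plate-corrected deviation score at least 3 library SD below zero, with starting fluorescence score within 5 deviations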;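 further: channel opened by trigger with iodide after compound preincubation; score built on the fluorescence ratio of max minus min over baseline; more negative score means more quench and so TMEM16A activation or potentiation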
# Target sequence (Q8BHY3 whole entry, looked up): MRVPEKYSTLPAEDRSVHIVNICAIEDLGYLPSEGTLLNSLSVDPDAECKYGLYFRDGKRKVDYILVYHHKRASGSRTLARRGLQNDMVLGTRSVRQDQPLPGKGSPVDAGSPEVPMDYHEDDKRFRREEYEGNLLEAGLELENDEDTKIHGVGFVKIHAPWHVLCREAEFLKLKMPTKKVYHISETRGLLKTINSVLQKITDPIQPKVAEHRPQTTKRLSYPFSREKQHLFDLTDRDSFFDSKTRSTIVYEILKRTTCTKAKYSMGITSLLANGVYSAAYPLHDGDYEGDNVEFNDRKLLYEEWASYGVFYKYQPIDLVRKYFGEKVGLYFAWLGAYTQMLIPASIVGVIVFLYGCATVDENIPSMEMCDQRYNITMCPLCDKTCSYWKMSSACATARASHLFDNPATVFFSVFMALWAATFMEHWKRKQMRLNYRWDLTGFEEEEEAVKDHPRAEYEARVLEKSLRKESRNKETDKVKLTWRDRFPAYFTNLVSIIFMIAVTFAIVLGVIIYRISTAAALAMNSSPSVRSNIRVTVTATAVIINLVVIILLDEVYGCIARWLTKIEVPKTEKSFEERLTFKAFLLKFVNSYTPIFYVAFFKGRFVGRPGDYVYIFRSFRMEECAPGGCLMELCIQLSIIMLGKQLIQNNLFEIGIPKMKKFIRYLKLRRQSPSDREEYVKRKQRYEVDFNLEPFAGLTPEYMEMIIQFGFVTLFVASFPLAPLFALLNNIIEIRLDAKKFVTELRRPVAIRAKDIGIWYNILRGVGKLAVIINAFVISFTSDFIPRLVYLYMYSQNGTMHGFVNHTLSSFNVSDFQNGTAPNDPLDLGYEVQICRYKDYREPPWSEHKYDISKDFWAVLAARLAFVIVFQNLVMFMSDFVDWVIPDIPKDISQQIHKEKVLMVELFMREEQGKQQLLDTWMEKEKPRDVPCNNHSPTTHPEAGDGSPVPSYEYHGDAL
# TRPC6 activator = mouse TRPC6 channel activation. 310,000 compounds, 0.13% hits. B-score at 10 µM. HEK293-TRPC6 membrane potential dye fluorescence; active compounds read high;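 active means B-score of the integrated fluorescence ratio above library mean plus 3 SD, and starting fluorescence ratio within library mean plus 5 SD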;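 further: higher score means more depolarization so channel activation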
# TRPC4 block = TRPC4 (mouse) channel inhibition | B-score at 10 µM | HEK293 TRPC4beta/mu-opioid, DAMGO-evoked Fluo4 calcium flux; active compounds read low | Q9QUQ5 | 300,000 compounds, 0.39% hits;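 active means B-score over 3 SD under the library average, no early fluorescence shift, positive overall ratio signal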
#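 Assay system – HEK293 line stably carrying TRPC4beta and mu-opioid receptor · Doses – single dose · Detection – Fluo4 calcium-dye fluorescence, kinetic read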
# ANO1 block = mouse TMEM16A channel inhibition, primary screen. HEK293 TMEM16A/YFP iodide influx fluorescence, ionomycin. normalized B-score (activity score, 25-100; higher = stronger inhibition) at 10 µM. 310,000 compounds, 1.2% hits. AID 588511;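 active means ratio plate-corrected score three or more library SD toward inhibition, starting fluorescence score within five deviations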;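 further: score derived from kinetic fluorescence span divided by baseline fluorescence per well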
# MrgX1 antag = human MrgX1 receptor antagonism, primary screen; 310,000 compounds, 1.3% hits; AID 588676; B-score at 10 µM; MRGX1-HEK293 calcium flux, Fluo-4, BAM8-22 antagonism; active compounds read low; Q96LB2;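 active means calcium-response B-score plate-corrected more than 3 library SD below zero, starting fluorescence within 5 deviations, no agonist response on first addition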;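 further: peak minus trough fluorescence over baseline after final BAM8-22 challenge near maximal dose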
# Starred values were filed as active, the others as inactive; i = inactive; ? = inconclusive; nt = not tested or not shown.
SMILES,MrgX1 agonist,MrgX1 allo act,SKKanGAS inh,TRPC6 inhibitor,TRPC4 agonist,TRPC4 potent,ANO1 activ,TRPC6 activator,TRPC4 block,ANO1 block,MrgX1 antag
Cc1nn(Cc2ccccc2)c(C)c1C(=O)NCC(c1cccs1)N1CCOCC1 (stereo unspecified),i,i,-6,i,i,i,i,i,i,i,i
O=C(CN(C(=O)CCC(=O)Nc1nccs1)c1ccc(F)cc1)NCCc1ccccc1,i,i,3,i,i,i,i,i,i,i,i
N#Cc1cccc(NC(=O)COC(=O)c2ccccc2Sc2ccccc2C#N)c1,i,i,-3,i,i,i,i,i,i,i,i
Cc1cc(CNC(=O)c2cc(COc3ccc(F)c(F)c3)on2)nn1C,i,i,13,i,i,i,i,i,i,i,i
CNC(=O)CSc1nnc(-c2ccco2)n1-c1cccc(OC)c1,i,i,3,i,i,i,i,i,i,i,i
O=C(Cn1c(=O)n(CC2CCCO2)c(=O)c2ccccc21)c1ccccc1 (stereo unspecified),i,i,-8,i,i,i,i,i,i,i,i
CCOC(=O)c1cc2c(=O)n3ccccc3nc2n(Cc2ccco2)c1=NC(=O)c1cccc(OC)c1,i,i,30,i,i,i,i,i,i,i,-5.8*
O=C(COC(=O)CCSc1ccccc1)NCc1ccc(F)cc1,i,i,-3,i,i,i,i,i,i,i,i
CC(C)(C)[C@@H]1CCC(=O)N(CC[C@H](N=[N+]=[N-])c2ccccc2)CC1,i,i,5,i,i,i,i,i,i,i,i
CC#CCN1C(=O)N[C@@H](c2ccccc2)C(C(=O)OC)=C1C,i,i,0,i,i,i,i,i,i,i,i
COc1ccccc1C(=O)NCCC(=O)N(C)CC(=O)Nc1c(Cl)cccc1Cl,i,i,-13,i,i,i,i,i,i,i,i
CCOC(=O)c1cccnc1SCC(=O)NC(C)CC (stereo unspecified),i,i,?,i,i,i,i,i,i,i,i
CC(C)Sc1sc(C(=O)O)c(-c2ccc(Cl)cc2)c1C#N,i,i,11,i,i,i,i,i,i,i,i
CCC(=O)NCCSc1c[nH]c2ccccc12,i,i,3,i,i,i,i,i,i,i,i
CC1(C)CC(=O)C=C(NNC(=O)c2ccc(N)cc2)C1,i,i,-7,i,i,i,i,i,i,i,i
Cn1c(=O)c(=O)n(C)c2cc(S(=O)(=O)Nc3ccc4c(c3)OCCO4)ccc21,i,i,0,i,i,i,i,i,i,i,-5.9*
CC(=O)N1C(C)(C)CC(=NOC(=O)c2ccc(C)cc2)CC1(C)C,i,i,-13,i,i,i,i,i,i,i,i
CCc1sc(C(=O)Nc2nccs2)cc1C,i,i,59*,i,i,i,i,i,i,i,i
O=c1cc(N2CCN(c3ccccc3F)CC2)[nH]c(=O)n1-c1ccc(Br)cc1,i,i,-1,i,i,i,i,i,i,i,i
O=[N+]([O-])c1ccc(Cc2ccncc2)cc1,i,i,-13,i,i,i,i,i,i,i,i
CC(C)[C@H](NC(=O)c1cccc(CN(Cc2ccccc2)C(=O)/C=C/c2ccccc2)c1)C(=O)O,i,i,4,i,i,i,i,i,i,i,i
CC(C)N(C#N)c1nc(N2CCOCC2)nc(N2CCOCC2)n1,i,i,0,i,i,i,i,i,i,i,i
CCc1ccc(NC(=O)c2ccc(F)c(S(=O)(=O)NCC3COc4ccccc4O3)c2)cc1 (stereo unspecified),i,i,50*,i,i,i,i,i,i,i,i
CCCCNC(=O)c1ccc(SCC(=O)N(CC)CC)c([N+](=O)[O-])c1,i,i,2,i,i,i,i,i,i,i,i
CCOC(=O)C1CCCN(C(=O)CSc2nccn2C)C1 (stereo unspecified),i,i,4,i,i,i,i,i,i,i,i

# Further results:
SMILES,MrgX1 agonist,MrgX1 allo act,SKKanGAS inh,TRPC6 inhibitor,TRPC4 agonist,TRPC4 potent,ANO1 activ,TRPC6 activator,TRPC4 block,ANO1 block,MrgX1 antag
C=CCN1C(=O)c2ccc(C(=O)N(C)CC(=O)Nc3ccccc3C(F)(F)F)cc2C1=O,i,i,-3,i,i,i,i,i,i,i,i
CCCOC(=O)c1ccc(NC(=O)c2cc(=O)[nH]c3ccccc23)cc1,i,i,0,i,i,i,i,i,i,i,i
CCn1cc(C(=O)NCC2CCCO2)c(=O)c2cc(S(=O)(=O)N(C)C)ccc21 (stereo unspecified),i,i,1,i,i,i,i,i,i,i,i
COc1cccc(N2CCN(CC(=O)Nc3nc4c(s3)CC(C)CC4)CC2)c1 (stereo unspecified),i,i,4,i,i,i,i,i,i,i,i
O=c1ccc2ccc(OCCOc3cccc(Cl)c3)cc2o1,i,i,7,i,i,i,i,i,i,i,i
O=C(N/N=C/c1cccc(O)c1)c1ccc2c(c1)OCCO2,i,i,-2,i,i,i,i,i,i,i,i
Cc1nc(CNS(=O)(=O)c2ccc3ccccc3c2)cs1,i,i,-7,i,i,i,i,i,i,i,i
COc1cc(NC(=O)C2CCCN(S(=O)(=O)c3ccc4c(c3)CCCN4C(C)=O)C2)cc(OC)c1 (stereo unspecified),i,i,4,i,i,i,i,i,i,i,i
CC(=O)Nc1ccc(S(=O)(=O)Nc2ccc(N3CCOCC3)c(F)c2)cc1,i,i,-4,i,i,i,i,i,i,i,i
Cc1ccc(NC(=O)CSc2ccc(-c3ccc4c(c3)OCO4)nn2)cc1F,i,i,-2,i,i,i,i,i,i,i,i
COCCN(C(C)=O)c1nnc(-c2ccccn2)s1,i,i,-2,i,i,i,i,i,i,i,i
CCCCNC(=O)C1CCN(S(=O)(=O)N2CCOCC2)CC1,i,i,-5,i,i,i,i,i,i,i,i
CCOC(=O)N1CCc2c(sc3c2c(=O)n(Cc2ccccc2)c(=O)n3Cc2ccc(C)cc2)C1,i,i,11,i,i,i,i,i,i,i,i
CCCC(c1nnnn1Cc1ccc(F)cc1)N1CCN(CC)CC1 (stereo unspecified),i,i,-10,i,i,i,i,i,i,i,i
O=C(O)c1c(-c2ccccc2)c2oc3ccccc3c2[nH]c1=O,i,i,5,i,i,i,i,i,i,i,i
CCOc1ccc(NC(=O)c2ccccc2OC)cc1,i,i,5,i,i,i,i,i,i,i,i
CN(C)S(=O)(=O)N1CCC(CCCC2CCN(S(=O)(=O)N(C)C)CC2)CC1,i,i,-1,i,i,23*,i,i,i,i,i
CCOc1ccc(C(=O)N2CCCC(c3nc(-c4cccs4)no3)C2)cc1 (stereo unspecified),i,i,-6,i,i,i,i,i,i,i,i
N/C(Cc1ccc([N+](=O)[O-])cc1)=N\OC(=O)CC1CCCCC1,i,i,0,i,i,i,i,i,i,i,i
COc1ccccc1/C=C1\SC(=O)N(CC(=O)N(C)C2CCS(=O)(=O)C2)C1=O (stereo unspecified),i,i,-2,i,i,i,i,i,i,i,i
CC(=O)Nc1ccc(OCC(O)Cn2nc(C)c(Br)c2C)cc1 (stereo unspecified),i,i,-2,i,i,i,i,i,i,i,i
Cn1c(=O)n(C)c2cc(NS(=O)(=O)c3ccc(Br)s3)ccc21,i,i,4,i,i,i,i,i,i,i,i
O=C(Cc1cccs1)N1CCCC(c2nc3c(nnn3Cc3ccccc3Cl)c(=O)[nH]2)C1 (stereo unspecified),i,i,-1,i,i,i,i,i,i,i,i
Cn1c(C(=O)N2CCCC(C(=O)c3ccc(C(F)(F)F)cc3)C2)cc(=O)n(C)c1=O (stereo unspecified),i,i,-6,i,i,i,i,i,i,i,i
Cc1ccccc1Oc1ccc(Oc2ccccc2C)nn1,i,i,3,i,i,i,i,i,i,i,i

# Going on with the list.
SMILES,MrgX1 agonist,MrgX1 allo act,SKKanGAS inh,TRPC6 inhibitor,TRPC4 agonist,TRPC4 potent,ANO1 activ,TRPC6 activator,TRPC4 block,ANO1 block,MrgX1 antag
O=C(N/N=C/c1ccccc1O)C1(O)c2ccccc2-c2ccccc21,i,i,-19,i,i,i,i,i,i,i,i
Cc1c(Cl)cccc1NC(=O)CCC(=O)NNC(=O)c1ccco1,i,i,-11,i,i,i,i,i,i,i,i
O=C(Nc1ccc(Cl)c(Cl)c1)Nc1nnc(CC2=CCCCC2)s1,i,i,2,i,i,i,i,i,i,i,i
N#C/C(=C\c1ccccc1)C(=O)N1CCN(c2ccccc2F)CC1,i,i,10,i,i,i,i,i,i,i,i
COc1ccc(C(=O)c2ccccc2O)c(O)c1,i,i,nt,nt,nt,nt,i,nt,nt,i,i
C=CCSc1nnc(NC(=O)C23CC4CC(CC(NC(C)=O)(C4)C2)C3)s1,i,i,-15,i,i,i,i,i,i,i,i
Cc1nc2ccc(NC(=O)NCc3ccco3)cc2s1,i,i,6,i,i,i,i,i,i,i,i
Cc1ccc(S(=O)(=O)NCC(=O)OCC(=O)NCc2cccs2)cc1,i,i,-1,i,i,i,i,i,i,i,i
CCOC(=O)c1cc(CC)sc1/N=C/C1=C(O)CC(C)(C)CC1=O,i,i,3,i,i,i,i,i,i,i,i
O=C(O)CCC(=O)Nc1ccc(Cc2ccc(NC(=O)CCC(=O)O)c(O)c2)cc1O,i,i,2,i,i,i,i,i,i,i,i
CC(C)c1ccc(NC(=S)NCc2ccc3c(c2)OCO3)cc1,i,i,1,i,i,i,i,i,i,i,i
CCOC(=O)c1c(N2C(=O)Nc3ccccc3N2O)n[nH]c1-c1cccc(Cl)c1,i,i,0,i,i,i,i,i,i,i,i
NC(=O)c1cccnc1Sc1ccc(Cl)cc1,i,i,-1,i,i,i,i,i,i,i,i
Cc1ccc(-n2nc3c(c2NC(=O)C2CC2)CS(=O)(=O)C3)cc1C,i,i,0,i,i,i,i,i,i,i,i
O=C(COC(=O)c1c(F)cccc1F)Nc1ccc2[nH]c(=O)[nH]c2c1,i,i,0,i,i,i,i,i,i,i,i
O=C(/C=C/c1cccc(C(F)(F)F)c1)Nc1cccc(C(F)(F)F)c1,i,i,88*,i,i,i,-7.2*,i,i,100*,i
COc1ccccc1/C=C/C=N/NC(=O)c1cc(-c2ccco2)[nH]n1,i,i,6,i,i,i,i,i,i,i,i
Cc1ccc(C(=O)Cn2nnc3ccccc32)cc1C,i,i,3,i,i,i,i,i,i,i,i
COc1ccc(C(=O)NC2CCCc3ccccc32)cc1 (stereo unspecified),i,i,4,i,i,i,i,i,i,i,i
